Compound activity as filed in PubChem BioAssay.
Peg3 prom inh – Peg3 promoter-driven luciferase inhibitors, primary screen, cell-based, HeLa, luciferase luminescence. HeLa PEG-Prom luciferase reporter, overnight. inhibition, % at 20 µM. 360,000 compounds, 1.7% hits. AID 588405, 2011;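 active = inhibition of at least 50% at 20 µM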
NR2E3 ag-1 – inhibitors of NR2E3-RetCOR corepressor binding, primary screen, NR2E3 agonist project, biochemical, TR-FRET, GST-NR2E3, biotin-RetCOR; inhibition of corepressor binding, % at 4.78 µM; AID 2300, 2010; 1536-well; Photoreceptor-specific nuclear receptor (Homo sapiens), Q9Y5X4; 320,000 compounds, 0.12% hits;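 active = percent inhibition above the cutoff of mean plus 3 SD of all tested compounds, set per screening campaign, cut at about 20% in these data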;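 note: 0% = DMSO wells and 100% = biotin wells as full block of FRET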
Target sequence (Q9Y5X4 whole entry, looked up): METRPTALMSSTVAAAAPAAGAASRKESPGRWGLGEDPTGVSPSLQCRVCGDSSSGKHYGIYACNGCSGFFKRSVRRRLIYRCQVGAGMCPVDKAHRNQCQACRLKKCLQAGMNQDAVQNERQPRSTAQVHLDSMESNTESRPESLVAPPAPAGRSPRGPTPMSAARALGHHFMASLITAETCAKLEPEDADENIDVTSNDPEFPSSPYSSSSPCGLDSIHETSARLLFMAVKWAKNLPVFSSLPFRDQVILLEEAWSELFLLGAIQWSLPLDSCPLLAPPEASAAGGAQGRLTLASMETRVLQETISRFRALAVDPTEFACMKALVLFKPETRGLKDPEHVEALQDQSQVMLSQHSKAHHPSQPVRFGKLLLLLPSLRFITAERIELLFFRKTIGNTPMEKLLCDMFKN
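system = GST-tagged NR2E3 plus biotinylated RetCOR corepressor | input = 1.35 nM GST-NR2E3 | also added = 7 nM biotin-RetCOR | schedule = 5 h incubation at 4 °C | measured by = TR-FRET with europium anti-GST and streptavidin-D2, 340 nm excitation | read-out = percent loss of FRET ratio relative to control wells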
MITF TRPM1 inh – inhibitors of MITF-dependent TRPM1 promoter reporter, primary screen, cell-based, SK-MEL-5, single point, luciferase | SK-MEL-5 TRPM1 promoter luciferase, 24 h | inhibition, % at 12.5 µM | 330,000 compounds, 0.83% hits | AID 488899, 2010;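 active = mean inhibition across replicates of 60% or more, whatever share of single replicates reaches that level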; note: values of inactives mirror those of a sister screen read the other way
HIF-2a block – HIF-2a reporter inhibitors, primary screen, luminescence, 786-0 RCC cells. 360,000 compounds, 0.72% hits. 786-0 RCC cells HIF-2a reporter, luciferase luminescence, overnight. AID 624352, 2012. inhibition, % at 18.8 µM;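 active = inhibition of the luminescence signal of 40% or more relative to plate controls, in a single-dose primary screen at 18.75 µM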
NR2E3 ag-2 – NR2E3 agonists in two-hybrid cells, primary screen, cell-based, luminescence, CHO-S, Gal4-NCOR/VP16-NR2E3. Photoreceptor-specific nuclear receptor (Homo sapiens), Q9Y5X4. luciferase. inhibition of corepressor binding, % at 3.98 µM. 360,000 compounds, 0.35% hits. AID 602229, 2012;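 active = inhibition above the mean of all tested compounds plus 3 SD, cut at about 70% in these data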;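 note: 0% = DMSO with NR2E3 transfected cells and 100% = cells lacking NR2E3 construct; higher means lower luciferase signal from less NR2E3 corepressor binding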
Shn3 3UTR inh – reduction of Shn3 3'UTR firefly luciferase signal, primary screen, Schnurri-3 inhibitor project, cell-based, Clone20 osteoblasts, set 2. inhibition, % at 12.5 µM. Clone20 osteoblast Shn3 3'UTR firefly luciferase, 24 h. 360,000 compounds, 0.52% hits;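 active = mean inhibition of at least 75% with every replicate also reaching 75%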;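 note: 0% = median of neutral control wells and 100% = pilot-screen positive control compound; some compounds past the cut are filed as inactive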
C8 TRAIL sens – viability loss with TRAIL in NB7+C8 cells, primary screen, TRAIL sensitizer project, cell-based, ATPlite luminescence | 360,000 compounds, 1% hits | inhibition (viability loss, TRAIL sensitization), % at 10 µM | AID 624354, 2012;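 active = compounds causing at least 50% loss of cell viability in the single-dose screen, relative to plate controls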
TROY signal inh – inhibitors of TROY-driven NF-kB signaling, primary screen, Q293 LMP1-TROYcd cells, NF-kB luciferase, uHTS. Q293 LMP1-TROYcd NF-kB luciferase reporter, 4 h. inhibition, % at 10 µM. 360,000 compounds, 0.98% hits. AID 1347056, 2019;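 active = compounds whose plate-normalised and pattern-corrected inhibition of the luciferase reporter signal at the single screening dose is 50% or more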
KKLEB tox – cytotoxicity in KKLEB CF airway cells, primary screen, cytotoxicity control for CF NF-kB inhibitor project, cell-based, uHTS, fluorescence assay plates; KKLEB CF airway cells viability, ATPlite luminescence, overnight; active compounds read low; cells stimulated with P. aeruginosa culture filtrate; activity change (cytotoxicity), % at 5 µM; 360,000 compounds, 0.36% hits;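 active = corrected activity change at or below -50% at 5 µM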
CF NFkB block – inhibitors of PAF-induced NF-kB signaling, primary screen, cell-based, GFP fluorescence, uHTS. KKLEB NF-kB-GFP reporter, GFP fluorescence overnight. inhibition, % at 5 µM. 360,000 compounds, 0.86% hits;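 active = at least 50% inhibition at 5 µM, scaled per plate between neutral and stimulator controls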;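 note: PAF is a Pseudomonas aeruginosa culture filtrate used as stimulus; plate controls were PAF-stimulated DMSO wells for no effect and unstimulated DMSO wells for full effect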
TWEAK-Fn14 inh – inhibitors of TWEAK-Fn14 signaling, primary screen, luciferase reporter cells, uHTS | TWEAK-stimulated Fn14 reporter cells, luciferase luminescence, 8 h | inhibition, % at 10 µM | 360,000 compounds, 2% hits | AID 1159606, 2016; in the data active = inhibition above about 50%
The depositor's hits bear a star; x = no result given. The list is partial. The share of hits here may be higher or lower than overall.

SMILES	Peg3 prom inh	NR2E3 ag-1	MITF TRPM1 inh	HIF-2a block	NR2E3 ag-2	Shn3 3UTR inh	C8 TRAIL sens	TROY signal inh	KKLEB tox	CF NFkB block	TWEAK-Fn14 inh
Brc1ccc(OCc2cn3ccccc3n2)cc1	-257	6	-89	-225	-162	-101	45	-31	-16	15	44
CCCCCCNC(=O)CCNS(=O)(=O)c1ccc(C)cc1	23	8	8	14	25	4	2	-2	1	-2	-1
CN(C)c1ccc(C2NCC(CCl)O2)cc1 (stereo not drawn)	-6	-3	1	-4	0	-11	-12	3	6	-10	-16
COc1cc2c(cc1CNC[C@H]1O[C@@H](n3cnc4c(N)ncnc43)[C@H](O)[C@@H]1O)OCO2	-14	x	-2	6	-13	-6	-2	-13	5	-4	-9
CCOC(=O)C1CCCN(C(=O)c2cc(Cl)ccc2Cl)C1 (stereo not drawn)	7	3	-6	0	21	5	4	-18	-2	-18	-12
COc1ccc(CCN(C)C(=O)c2cc(S(=O)(=O)N3CCCCCC3)ccc2OC)cc1OC	23	1	12	20	-23	23	8	18	-14	28	-13
CCOC(=O)CN1C(=O)N[C@@H](c2cccc(C(F)(F)F)c2)[C@@H](C(=O)OC)[C@H]1C	2	1	8	9	-26	-7	-5	6	-3	-6	-6
NC(=O)CC(NC(=O)c1ccccc1)c1ccc(NCc2ccc(F)c(F)c2)c([N+](=O)[O-])c1 (stereo not drawn)	13	2	-3	19	-6	6	17	1	4	17	18
COc1cccc(NC(=O)CN2CCN(c3nc(-c4cccc(OC)c4)cs3)CC2)c1	7	0	5	11	-14	23	-28	-7	-10	2	-8
Cc1cc(-c2n[nH]c(=S)n2/N=C/c2ccc(Cl)c([N+](=O)[O-])c2)n[nH]1	12	0	23	6	-3	3	6	6	8	-5	-1
Cc1cc(S(=O)(=O)Nc2ccc(C(=O)NCCN3CCOCC3)cc2)ccc1F	18	x	x	3	-13	3	5	-6	24	-60	-12
COc1ccc(C(=O)NNC(=O)c2ccccc2[N+](=O)[O-])cc1[N+](=O)[O-]	8	-1	-13	11	2	-10	12	-7	3	3	-8
CN(C)S(=O)(=O)Oc1cccc(C(=O)Nc2ccc(Cl)cc2)c1	-332	1	-4	-216	60	43	49	0	-9	19	35
CCOC(=O)Cc1c(C)nc2c(-c3ccccc3)c(-c3ccccc3)[nH]n2c1=O	19	4	19	11	18	-3	16	-2	6	-46	2
O=C(CN1C(=O)S/C(=C\C=C\c2ccccc2)C1=O)NC1CCS(=O)(=O)C1 (stereo not drawn)	-231	-3	-65	-178	-17	-58	17	-14	-9	-8	16
CCC(=C/c1sc2ccc3ccccc3c2[n+]1C)/C=C1\Sc2ccc3ccccc3c2N1C	15	-48	78*	20	-44	78	3	1	12	-22	10
COc1ccc(Nc2nc(N(C)c3ccccc3)nc(N)c2[N+](=O)[O-])cc1	5	-1	-6	-4	3	21	3	39	-6	15	-15
O=S1(=O)CCOCCCN1Cc1ccc(Cl)cc1	7	-2	-1	13	-22	-13	13	1	-7	0	2
COC(=O)[C@H](CCSC)NC(=O)Nc1ccc(C)cc1	-2	2	0	12	-30	-2	-16	-20	10	-12	5
CC1=C(C(=O)OCC(C)C)C(c2ccsc2)C2=C(CCCC2=O)N1 (stereo not drawn)	4	-1	-14	28	-14	18	-5	-10	2	7	-15
CN(C)CC(C)(C)CNC(=O)c1cc(=O)c2ccccc2o1	4	1	-9	14	-2	8	-5	-2	14	-11	7
CCN(C(=O)COC(=O)c1cnc(C)cn1)C1CCCCC1	4	-1	-3	13	-5	-9	-6	11	7	4	-4
COc1ccc(-c2cc(=O)c3ccccc3n2C)cc1	-8	5	-6	-9	-29	-1	40	-22	1	14	1
CC(C)(C#N)NC(=O)C1CCCN1S(=O)(=O)c1ccc2ccccc2c1 (stereo not drawn)	7	-4	12	14	-18	5	6	-2	-5	7	0
O=C(CNC(=O)c1cccs1)NCC(=O)OCc1ccc(F)cc1	1	1	-2	0	0	15	0	3	-1	-1	1

Carrying on.
SMILES	Peg3 prom inh	NR2E3 ag-1	MITF TRPM1 inh	HIF-2a block	NR2E3 ag-2	Shn3 3UTR inh	C8 TRAIL sens	TROY signal inh	KKLEB tox	CF NFkB block	TWEAK-Fn14 inh
COc1cc(C(=O)NCC2CCCO2)ccc1OCc1ccc(Cl)cc1 (stereo not drawn)	-23	-3	-7	-39	16	-8	3	-25	16	-21	-15
COc1ccc(C(=O)OCC(=O)c2ccccc2)cc1S(=O)(=O)N1CCOCC1	6	3	-5	4	-2	-10	9	-26	3	-12	5
O=C(N/N=C/c1ccco1)c1cc([N+](=O)[O-])cc([N+](=O)[O-])c1	8	-3	6	13	-21	14	-3	14	13	-5	-12
CCOC(=O)c1sc(NC(=O)/C=C/c2ccc(F)cc2)nc1C	-2	0	-3	9	8	-3	-7	-11	4	-5	-28
N#Cc1ccccc1Sc1ccccc1C(=O)Nc1ccccc1	33	3	-5	20	-15	11	-1	-6	-12	10	3
CCC(CC)c1nnc(NC(=O)CCN2C(=O)c3ccccc3C2=O)s1	0	-1	4	5	-21	11	-3	5	-3	4	-9
CCC(C)NC(=O)C1CCC(CNS(=O)(=O)c2cccc3nsnc23)CC1 (stereo not drawn)	9	2	2	9	-6	7	-8	-13	-5	-34	2
O=C(O)CC12CC3CC(C1)CC(n1ncc(NCc4ccccc4)c(Cl)c1=O)(C3)C2	-3	-1	0	8	17	-13	13	8	3	-3	-6
COc1ccc(C)cc1NC(=O)Cn1cnc2sc(C)c(S(=O)(=O)N3CCOCC3)c2c1=O	9	-3	-1	8	-35	9	-10	-19	-12	-1	-4
NCCCC[C@H]1CNC(=O)C(=O)N1CC1CCCCC1	-17	2	0	8	-2	-20	-13	1	16	-13	6
COc1ccc(-c2cc(C(=O)Oc3ccc([N+](=O)[O-])cc3)c3ccccc3n2)cc1	-18	2	5	-54	-68	-80	39	-42	-1	-2	-10
CCOCCCNC(=O)Cc1ccc(-n2c(CC)nc3cccnc32)cc1	3	x	-26	14	-12	4	11	10	5	12	17
O=C(COC(=O)C12CC3CC(CC(Cl)(C3)C1)C2)N1CCCCC1	-44	x	-30	-52	6	5	-6	-32	2	0	-33
O=C(c1cc(-c2ccc(Cl)cc2Cl)on1)N1CCCC1	-61	1	-7	-36	-137	1	67*	48	-26	-5	70*
CCC(C)c1ccccc1NC(=O)c1cccc(-n2cnnn2)c1 (stereo not drawn)	10	x	-2	17	2	-5	3	-1	-10	11	-2
Cc1ccc(-c2cc3ccccc3nc2N2CCCC2)cc1	-27	0	10	-126	-77	-1	-12	-38	2	-12	0
C=CCNC(=O)Nc1ccc(F)cc1F	14	6	7	5	5	1	1	-2	2	-15	7
CC1(C)CC(=O)C2=C(C1)N(CCN1CCOCC1)C1=C(C(=O)CC(C)(C)C1)C2c1ccc(Cl)cc1	-4	3	-7	24	-15	4	-16	4	0	57*	-15
CC1CCCC(NC(=O)c2n[nH]c(=O)c3ccccc23)C1C (stereo not drawn)	-92	-2	-51	-79	-10	-29	9	-42	5	15	-15
N#Cc1ccc(S(=O)(=O)N2CCN(C(=O)[C@@H]3CCCN3C(=O)c3cccs3)CC2)cc1	12	6	9	11	12	-5	-7	-1	-1	9	1
Cc1nn2c(=O)cc(CSc3ccccc3NC(=O)c3ccccc3)nc2s1	-6	-4	-10	3	7	-23	-16	-3	-5	9	-16
CCOc1ccc2[nH]c3c(NCCOC)ncnc3c2c1	-68	2	3	-108	-23	-19	-2	-45	7	-15	-10
COc1ccc(/C=N/Nc2cc(C)nc(N3CCOCC3)n2)cc1OC	-9	-2	x	-12	-52	3	-14	-16	-6	6	-17
O=c1oc(C2(O)CCCCC2)cc2ccccc12	-6	x	-5	4	13	13	24	-12	21	-30	-14
Cc1cc(=O)oc2ccc(OCc3ccccc3)cc12	-15	4	-7	-129	-8	-9	-5	-25	2	-20	-21

An excerpt from above in order of their number in CF NFkB block, highest first.
mol,CF NFkB block
CC1(C)CC(=O)C2=C(C1)N(CCN1CCOCC1)C1=C(C(=O)CC(C)(C)C1)C2c1ccc(Cl)cc1,57*
N#Cc1ccc(S(=O)(=O)N2CCN(C(=O)[C@@H]3CCCN3C(=O)c3cccs3)CC2)cc1,9
O=c1oc(C2(O)CCCCC2)cc2ccccc12,-30

Next structures follow.
SMILES	Peg3 prom inh	NR2E3 ag-1	MITF TRPM1 inh	HIF-2a block	NR2E3 ag-2	Shn3 3UTR inh	C8 TRAIL sens	TROY signal inh	KKLEB tox	CF NFkB block	TWEAK-Fn14 inh
COc1ccccc1C(=O)Oc1cc(N)n(S(=O)(=O)c2ccc(C)cc2)n1	34	-1	15	18	-17	-57	-10	26	-2	6	-1
CCOc1cc(/C=C/C(=O)NCCc2ccc(S(N)(=O)=O)cc2)ccc1OCC(C)C	38	-2	9	21	-6	12	1	24	-3	0	3
O=C(O)C1CCC(CNCc2ccncc2)CC1 (stereo not drawn)	15	0	1	14	-3	11	7	-5	10	-21	-8
CCOC(=O)C1=C(O)/C(=C/c2cc(OC)c(O)c(OC)c2)SC1=Nc1ccc(OC)cc1	25	x	-7	19	-17	23	9	-6	-1	-23	-6
CC(=O)N1CCN(c2ccc(S(=O)(=O)N3CCCCC3)cc2[N+](=O)[O-])CC1	5	x	-6	7	1	17	3	3	-18	9	-8
COc1ccc(S(=O)(=O)NC(C)C(=O)NCc2ccccn2)cc1Cl (stereo not drawn)	17	-5	7	14	-22	6	4	-10	7	7	18
CCn1c(SCC(=O)NC2CCCC2)nc2c(c1=O)SCC2	-4	x	x	8	12	-16	4	-3	3	-27	-13
O=C(Cc1ccc(S(=O)(=O)N2CCOCC2)s1)Nc1ccccc1Br	10	-2	-2	5	-8	-21	-20	9	-5	7	2
CCCC1NC(=O)c2cccnc2-n2c1nc1ccc(Cl)cc1c2=O (stereo not drawn)	6	x	x	4	-29	2	6	4	1	-12	13
COCCCNC(=O)Cc1ccc(S(=O)(=O)N2CCOCC2)s1	2	2	2	11	0	1	-2	-4	12	7	10
COc1ccc(F)cc1CN1CCN(C(=O)CCC(=O)Nc2nnc(CC(C)C)s2)CC1	8	0	1	18	-7	-10	7	1	10	12	13
CN(C)c1cccc(C(=O)OCC(=O)c2ccc[nH]2)c1	-336	x	-71	-150	-134	-122	-4	-29	4	8	-24
